GalR3 antag = GalR3 antagonists in HEK293 cells, primary screen, cell-based, fluorescence readout | HEK293 GalR3-CNG cAMP membrane potential fluorescence; galR3 body fused to GalR1 C-terminus | Galanin receptor type 3 (Homo sapiens), O60755 | inhibition, % at 3 µM | AID 651719, 2012 | 0.44% of 360,000 active;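 active = inhibition above the screen-wide average plus 3 SD, cut at about 13% in these data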;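 note: forskolin and galanin both at EC90 stimulate the cells; cAMP rise reported by CNG channel membrane potential dye signal; 0% = forskolin plus galanin with DMSO and 100% = forskolin alone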
Target sequence (O60755 1-299 limits assumed): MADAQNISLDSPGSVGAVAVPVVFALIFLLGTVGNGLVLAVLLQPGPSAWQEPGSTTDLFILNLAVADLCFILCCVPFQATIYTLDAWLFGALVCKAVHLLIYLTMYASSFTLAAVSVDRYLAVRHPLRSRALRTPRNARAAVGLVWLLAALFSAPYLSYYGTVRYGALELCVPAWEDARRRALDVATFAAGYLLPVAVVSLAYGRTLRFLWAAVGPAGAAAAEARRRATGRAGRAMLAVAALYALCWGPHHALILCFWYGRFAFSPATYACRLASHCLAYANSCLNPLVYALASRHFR
* = called active by the depositor. The list is partial; rates above refer to the full screens.

SMILES	GalR3 antag
COC(=O)C1C2c3ccccc3C(c3ccccc32)C1(C)C(=O)OC (stereo not drawn)	-3
C[C@@H]1CN([C@H](C)CO)C(=O)CCCn2nncc2CO[C@H]1CN(C)C(=O)Oc1cccc2ccccc12	1
c1cc(OCCN2CC2)ccn1	6
COc1c(OP2(=S)OCC(C)(C)CO2)cnn(C2CCCCC2)c1=O	-8
COc1ccc2nc(-c3ccc(CN4CCC(n5c(=O)[nH]c6ccccc65)CC4)cc3)c(-c3ccccc3)nc2c1	-3
COc1ccc(C2C=C(C)Oc3c2c(=O)oc2ccccc32)cc1OC (stereo not drawn)	-4
COc1cccc(C(c2nnnn2C2CCCC2)N2CCC3(CC2)C(=O)NCN3c2ccccc2)c1OC (stereo not drawn)	-7
N#CC1c2ccccc2-n2nncc2CN1Cc1cc(Cl)cc(Cl)c1 (stereo not drawn)	-4
C[C@]1(O)CCC2C3CC[C@H]4C[C@@H](OC(=O)[C@@H](N)CCCCN)CC[C@]4(C)C3CC[C@@]21C (stereo partly drawn)	-3
c1ccc(N2[C@@H]3CC[C@H]2c2ccccc2C3)cc1	-5
O=C1NCN(c2ccccc2)C12CCN(C(c1cc3ccccc3o1)c1nnnn1C1CCCC1)CC2 (stereo not drawn)	-6
CCOC(=O)C1=C(C(=O)OCC)C2(c3ccccc3)c3ccccc3C1(C)N2C (stereo not drawn)	-6
O=c1[nH]c2ccccc2n1C1CCN(C(c2ccnc3ccccc23)c2nnnn2-c2ccc3c(c2)OCCO3)CC1 (stereo not drawn)	-1
CC(C)C[C@H]1COc2cc(N3CCN(C)CC3)ccc2S(=O)(=O)N1	5
Cc1ccccc1-c1ccc2c(c1)C1c3c(-c4ccccc4)nnn3-c3ccccc3C(=O)N1CC2 (stereo not drawn)	7
Cc1ccnc(NC(=O)CCCc2ccc(N(CCCl)CCCl)cc2)n1	-6
O=C(CCc1ccccc1)N1Cc2cc(-c3cccc(F)c3)ccc2-n2nncc2C1	-2
CCOC(=O)[C@]12Cc3ccccc3[C@H]1N(CCC(=O)OC)C(=O)c1ccccc12	-5
COC(=O)CN(CCCl)P1(=O)OCCCN1CCCl (stereo not drawn)	-2
S=P1(Oc2ccccc2)Nc2ccccc2N1	-6

Compounds above that contain an aryl methoxy group, in the order listed:
SMILES	GalR3 antag
COc1c(OP2(=S)OCC(C)(C)CO2)cnn(C2CCCCC2)c1=O	-8
COc1ccc2nc(-c3ccc(CN4CCC(n5c(=O)[nH]c6ccccc65)CC4)cc3)c(-c3ccccc3)nc2c1	-3
COc1ccc(C2C=C(C)Oc3c2c(=O)oc2ccccc32)cc1OC (stereo not drawn)	-4
COc1cccc(C(c2nnnn2C2CCCC2)N2CCC3(CC2)C(=O)NCN3c2ccccc2)c1OC (stereo not drawn)	-7

Other records.
SMILES	GalR3 antag
O=C1OCCC1C(=O)c1ccccc1 (stereo not drawn)	-5
CC1(C)NC(=S)C(C)(C)N1N=O	-5
Oc1ccc(CCNCc2cc3c(cc2Br)OCO3)cc1	-6
CNC1(c2ccc(F)cc2)CCCCC1	-5
O=C1NC(=O)C(=Cc2cccs2)C(=O)N1	-4
COc1ccc2c(c1)[C@@]13CCCCC1[C@@H](C2)NCC3 (stereo partly drawn)	-4
NC1(C(=O)O)CCCc2ccc(N(CCCl)CCCl)cc21 (stereo not drawn)	-8
O=C(O)C1(Br)CC12c1ccccc1-c1ccccc12 (stereo not drawn)	-5
C(=NC1CCCCC1)c1c[nH]c2ccccc12	-3
CC1CC=CCC12C(=O)NC(=S)NC2=O (stereo not drawn)	-4
O=C1C(Br)C2CCC1C2C(=O)O (stereo not drawn)	-5
COc1ccc(CN2Cc3cnnn3-c3ccccc3C2C)cc1 (stereo not drawn)	-4
CCC1CCC(C)N(N=O)C1 (stereo not drawn)	-5
CCCCn1nnnc1C(c1cccc(OC)c1OC)N1CCC2(CC1)C(=O)NCN2c1ccccc1 (stereo not drawn)	0
CC(=O)OC1CC2OC3C=C(C)CCC3(C)C1(C)C21CO1 (stereo not drawn)	-6
CC12CCC(=O)CC1CCC1C2C(=O)CC2(C)C1CCC2(C)O (stereo not drawn)	-4
COc1ccc(C2C3C=CC(C3)C2C(=O)O)cc1 (stereo not drawn)	-5
O=C(NCCN1CCC2(CC1)C(=O)NCN2c1ccccc1)c1ccc(F)c(F)c1	-10
O=C1NCN(c2ccccc2)C12CCN(C(c1ccccc1OC(F)(F)F)c1nnnn1Cc1ccccc1)CC2 (stereo not drawn)	-6
O=C1NCN(c2ccccc2)C12CCN(C(c1nnnn1Cc1ccccc1)C1CC1)CC2 (stereo not drawn)	-8

Looked up by compound from above:
SMILES	GalR3 antag
O=C1NC(=O)C(=Cc2cccs2)C(=O)N1	-4
O=C1C(Br)C2CCC1C2C(=O)O (stereo not drawn)	-5
COc1ccc2c(c1)[C@@]13CCCCC1[C@@H](C2)NCC3 (stereo partly drawn)	-4

The list goes on:
SMILES	GalR3 antag
Cc1cc2c(cc1C)NP(=S)(c1ccccc1)N2	-1
CCC1CN2CCc3cc(OC)c(OC)cc3C2CC1CC1NCCc2c1[nH]c1ccc(O)cc21 (stereo not drawn)	-5
c1ccc(C2(NC3=NCCO3)CCCCC2)cc1	-5
COc1ccc(CCNCc2cc(OC)cc(OC)c2)cc1	3
CN1CCCC2c3ccccc3CCC21 (stereo not drawn)	-6
O=S(=O)(c1ccc2ccccc2c1)N1Cc2cc(Br)ccc2-n2nncc2C1	0
CCC(c1nnnn1-c1ccc2c(c1)OCCO2)N1CCC2(CC1)C(=O)NCN2c1ccccc1 (stereo not drawn)	-6
Brc1ccc2c(c1)CNCc1cnnn1-2	-6
C[C@@]12CC[C@@H](c3cc4c(cc3C1)OCO4)N2c1ccccc1	-5
NC(Cc1ccc(F)cc1)c1csc(Nc2ncccn2)n1 (stereo not drawn)	-6
c1ccc(CN2Cc3ccccc3-n3nncc3C2)nc1	-7
COc1cccc(NP2(=O)OCC(C)([N+](=O)[O-])CO2)c1 (stereo not drawn)	-4
Oc1cc(Cl)c(Cl)cc1Cl	-4
CCC(C)C1NC(=O)C2CCCN2C(=O)C(CC(C)C)OC(=O)CCNC(=O)C(C)N(C)C(=O)C(C(C)C)N(C)C1=O (stereo not drawn)	0
CSc1nc(C)c(Br)c(N2CC2)n1	-8
N#Cc1ccc(C(=O)N2Cc3cnnn3-c3ccccc3C2C#N)cc1 (stereo not drawn)	8
CC1CC(C)(O)CC(C(O)CC2CC(=O)NC(=O)C2)C1=O (stereo not drawn)	-1
c1cncc(CNCCN2CCNCC2)c1	6
Cc1ccc(C(O)(C(=O)OC(C)C)C(O)c2ccccc2)cc1 (stereo not drawn)	4
O=C1NC(=S)NC(=O)C1Cc1ccccc1	-5
COc1cc(C2c3cc4c(c(O)c3CC3COC(=O)C32)OCO4)cc(OC)c1OC (stereo not drawn)	2
c1ccc(C(CN2CCCCC2)c2ccccc2)cc1	-4
COc1ccc(C(=O)OCC2CN2c2cccc([N+](=O)[O-])c2)cc1 (stereo not drawn)	-6
CCOC(=O)[C@]12Cc3cc(OC)ccc3[C@H]1N(CC(=O)OC)C(=O)c1cc(OC)ccc12	-5
NC(Cc1ccccc1)c1nn[nH]n1 (stereo not drawn)	-3
CC(C)CN1Cc2cc(-c3cccc(F)c3)ccc2-n2nncc2C1	-1
CCN1C(=O)NC(=O)C2(CCCC2)C1=O	-4
Cc1ccc(O)c(CN2CCC3CCC(C3)C2)c1 (stereo not drawn)	-6
C=CCN1C[C@H](C)N(C(c2ccc(C(=O)N(CC)CC)cc2)c2cccc(OC)c2)CC1C (stereo partly drawn)	-2
O=C(Nc1ccc(C(=O)O)cc1)Oc1ccc(N(CCCl)CCCl)cc1	-8
COC(=O)N1Cc2ccccc2-n2nncc2C1	-3
C[C@]12CCC(=O)C=C1C=CC1C2CC[C@@]2(C)C1CC[C@@H]2O (stereo partly drawn)	-4
Cc1cccc(C(O)(C(=O)O)c2ccccc2)c1 (stereo not drawn)	-5
Cc1ccc(NP(=O)(Oc2ccccc2)Oc2ccccc2)cc1	-4
CN(C)P(=O)(N(C)C)N1CC1	-1
O=c1[nH]c2ccccc2n1C1CCN(C(c2nnnn2C2CCCC2)C2CC2)CC1 (stereo not drawn)	-5
C[N+](C)(C)CC1CCCc2ccccc2C1=O (stereo not drawn)	-4
CNC(=O)Oc1c(C)[nH]ccc1=O	0
Cc1ccc2c(C)cccc2c1	0
N#C/C(=C\c1ccc(O)cc1)C(=O)O (tested in a mixture with another compound)	-3
COc1cccc(C(c2nnnn2C(C)(C)C)N2CCC3(CC2)C(=O)NCN3c2ccccc2)c1OC (stereo not drawn)	-2
CC1CCCN1CCC(C(N)=O)(c1ccccc1)c1ccccc1 (stereo not drawn)	1
O=C1C(=O)N(c2ccccc2)P(=O)(N(CCCl)CCCl)N1c1ccccc1	-3
CN1C(=O)CN=C(c2ccc[nH]2)c2cc(Cl)ccc21 (tested in a mixture with another compound)	-4
COc1ccc(C=C2C(=O)NC(=S)NC2=O)cc1	1
COc1ccc(-n2nnnc2C(c2cccc3ccccc23)N2CCC(n3c(=O)[nH]c4ccccc43)CC2)cc1 (stereo not drawn)	-3
CCOC(=O)CNC(=O)N1Cc2ccc(Br)cc2-n2nncc2C1	-7
CCOC(=O)[C@]12Cc3c(cc(OC)c(OC)c3OC)[C@H]1N(C)C(=O)c1ccccc12	-5
CC(=O)N1Cc2cnnn2-c2ccccc2C1(C)C#N (stereo not drawn)	-7
COP(=O)(OC)OC=C(Cl)Cl	-5
COC1C(C)OC(OC2CC(C)(O)Cc3cc4c(c(O)c32)C(=O)c2c(O)cc3c(c2C4=O)OC2OC3(C)C(O)C(N(C)C)C2O)C(OC)C1(C)OC (stereo not drawn)	-5
O=NN(CCF)C(=O)NC1CCC(=O)NC1=O (stereo not drawn)	-3
O=C(CCc1ccccc1)N1Cc2cc(N3CCCCC3)ccc2-n2nncc2C1	-6
COc1ccc(C(c2nnnn2Cc2ccccc2)N2CCC(n3c(=O)[nH]c4ccccc43)CC2)cc1 (stereo not drawn)	-3
CCC1(CCO)C(=O)NC(=S)NC1=O	-5
CC(C)CC1(CCc2ccccc2)C(=O)NC(=O)NC1=O	-4
CC1(C)CC(=O)CC(C)(C)N1O	-4
CCc1cc(OC)c(CCN)cc1OC	-6
O=C1C=C(N2CC2)c2ccccc2C1=O	2
COC1CC=C2CCN3CCC4=C(CC(=O)OC4)C23C1 (stereo not drawn)	-2

The list continues:
SMILES	GalR3 antag
Cc1ccc2c(c1)Oc1ccccc1N=C2	-5
c1ccc2c(c1)CN(Cc1ccc3c(c1)OCO3)Cc1cnnn1-2	-8
O=S1(=O)NCC2(CC2)CN1Cc1ccccc1	2
ClCCN(CCCl)c1ccc(C=Cc2ccncn2)cc1	-5
CSCCC(c1nnnn1-c1c(C)cccc1C)N1CCC2(CC1)C(=O)NCN2c1ccccc1 (stereo not drawn)	-5
Cc1cc(N2CCNC[C@H]2C)ccc1N1CC[C@H](O)C1	-7
CC1=C(C)CC2(C(=O)NC(=O)NC2=O)C(C)C1 (stereo not drawn)	-5
Cc1ccc(OC(=O)N(C)C[C@@H]2OCc3cnnn3CCCC(=O)N([C@@H](C)CO)C[C@H]2C)cc1	-3
COc1ccc(CCN)cc1S(N)(=O)=O	-6
CC(=O)N1Cc2cnnn2-c2ccccc2C1C#N (stereo not drawn)	-5
C[N+](C)(C)CC1CCCC1=O (stereo not drawn)	-4
CCOC(=O)C1(c2ccccc2)CCN(CCC(=O)Nc2ccc(OC)cc2)CC1	-10
CN(C)CC(C(=O)Cc1ccccc1)c1ccccc1 (stereo not drawn)	-7
O=c1[nH]c2ccccc2n1C1CCN(C(CCc2ccccc2)c2nnnn2C2CCCC2)CC1 (stereo not drawn)	-7
c1ccc(CCc2ccc3n2Cc2cnnn2-c2ccccc2-3)cc1	-8
COc1ccc2c(c1)C(NC(C)=O)CCc1cc(OC)c(OC)c(OC)c1-2 (stereo not drawn)	9
CN1C2CCC1CC(OC(=O)c1cccc(O)c1)C2 (stereo not drawn)	-6
CCOC(=O)CNC(=O)N1Cc2cc(-c3cccc(F)c3)ccc2-n2nncc2C1	-5
O=C(NN=Cc1ccc(N(CCCl)CCCl)cc1Cl)c1cccnc1	-4
Oc1ccc(CCN2CCCCC2)cc1	-4

Copied from above for reference:
SMILES	GalR3 antag
O=C(NN=Cc1ccc(N(CCCl)CCCl)cc1Cl)c1cccnc1	-4
Oc1ccc(CCN2CCCCC2)cc1	-4

(listing goes on)
SMILES	GalR3 antag
CC(C)C1C(C#N)=C(N)Oc2c1c(=O)oc1ccccc21 (stereo not drawn)	-6
Cc1nc(-c2cccc(CN(C)C(=O)Oc3ccc([N+](=O)[O-])cc3)c2)no1	-4
c1cc2c(cc1NC1=NCCO1)CCCC2	-3
O=C1NC(=O)C2(CCCC2)C(=O)N1	-4
C#C[C@]1(O)CCC2C3CC=C4C[C@H](O)CC[C@]4(C)C3CC[C@@]21C (stereo partly drawn)	-5
CC1CN1P(=O)(Oc1ccccc1)N1CC1C (stereo not drawn)	-5
C[C@]12CCC3C(CC[C@@H]4[C@H]5O[C@H]5CC[C@]34C)C1CC[C@@H]2O (stereo partly drawn)	-4

An excerpt from above in order of length of the SMILES, descending.
SMILES	GalR3 antag
C[C@]12CCC3C(CC[C@@H]4[C@H]5O[C@H]5CC[C@]34C)C1CC[C@@H]2O (stereo partly drawn)	-4
CC(C)C1C(C#N)=C(N)Oc2c1c(=O)oc1ccccc21 (stereo not drawn)	-6
O=C1NC(=O)C2(CCCC2)C(=O)N1	-4
c1cc2c(cc1NC1=NCCO1)CCCC2	-3
